# AID inhibitor: inhibitors of human activation induced cytidine deaminase; AID 1347428; 91,000 compounds, 0.32% hits; AID deamination FRET fluorescence, UDG-coupled, 4 h; Potency, µM (series often up to 115 µM), for inactives: at the top dose activity change, negative = inhibition, usual class: inhibitors; also: nearly all actives have a fitted effect of over 25% in size
# Target sequence (Q9GZX7 whole entry, looked up): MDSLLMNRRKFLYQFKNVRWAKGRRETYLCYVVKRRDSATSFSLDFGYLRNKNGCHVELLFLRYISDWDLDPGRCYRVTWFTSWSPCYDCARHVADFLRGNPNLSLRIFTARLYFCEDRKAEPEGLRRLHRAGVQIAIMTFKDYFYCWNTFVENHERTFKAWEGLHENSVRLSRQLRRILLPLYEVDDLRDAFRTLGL
# UDG counterscr: counter-screen for AID inhibitors: uracil-DNA glycosylase inhibition. FRET deamination/UDG coupled assay, UDG read, 4 h. Potency, µM (top dose mostly 115 µM), inactives show top-dose activity change, negative = inhibition, usual class: inhibitors. 91,000 compounds, 0.14% hits. AID 1347430; also: nearly all actives have a fitted effect of over 65% in size
# * = called active by the depositor; ? = inconclusive; & = joins results of further samples; [ ] = remark or other dose. Calls follow the shape of the dose curve; as a rule, active = well fitted curve in the direction sought with a large enough effect; inconclusive = small, poorly fitted or top-dose-only effect, or another doubt; inactive = no such curve, though single readings can be large; an effect the other way counts as inactive or inconclusive. % is scaled to controls: 0 for no effect and ±100 for the full control effect; potency is read from the fitted curve at half-maximal effect.
SMILES,AID inhibitor,UDG counterscr
CCCNC(=S)Nc1cc(C(=O)OC)cc(C(=O)OC)c1,-5%,6%
Cc1c(C(=O)NCc2ccc(F)cc2)oc2ccc(S(=O)(=O)N3CCCCC3)cc12,?,-18%
Cc1ccc(CNC(=O)CN2C(=O)CCc3cc(S(=O)(=O)N4CCCCC4)ccc32)cc1,-12%,1%
O=C(C1CCCN(S(=O)(=O)c2ccc(Br)s2)C1)N1CCN(c2ccccc2)CC1 (stereo not drawn),-11%,-10%[57.5 µM]
CCCN1CCCc2cc(CN(CCCN3CCOCC3)C(=O)Nc3ccc(CC)cc3)ccc21,0%,-17%[57.5 µM]
Cc1ccc(C(=O)Nc2ccc(Cl)c(C(F)(F)F)c2)cc1Cl,-5%,-9%
CCc1ccc(NC(=O)CCNS(=O)(=O)c2ccc3c(c2)oc(=O)n3C)cc1,0%,11%
OCCNC(=S)Nc1ccccc1F,6%,7%
CN(C)CCNC(=O)Cc1ccc(NC(=O)N2CCCCc3ccccc32)cc1,21%,21%
O=C(c1ccc2c(c1)N(Cc1c(F)cccc1Cl)C(=O)c1ccccc1S2)N1CCCC1,?,-16%
Cc1ccc(C(=O)NCC(c2ccc3c(c2)OCO3)N2CCN(C)CC2)cc1C (stereo not drawn),4%,-1%
Cc1nn(-c2ccc(N3CCCC3)nn2)c(C)c1CCC(=O)Nc1ccc(F)c(Cl)c1,-22%,0%[57.5 µM]
COc1cc(CNC(=O)CSCc2nc3cccnc3n2C2CCCCC2)cc(OC)c1OC,18%,-15%
CC(NC(=O)/C(=C\c1cccc(Br)c1)NC(=O)c1ccco1)C(=O)O (stereo not drawn),-3%,-12%
CC1CC1C(=O)Nc1ccc2c(c1)CCC2 (stereo not drawn),-11%,-6%

# Another view of 2 compounds above.
SMILES | AID inhibitor | UDG counterscr
CN(C)CCNC(=O)Cc1ccc(NC(=O)N2CCCCc3ccccc32)cc1 | 21% | 21%
O=C(c1ccc2c(c1)N(Cc1c(F)cccc1Cl)C(=O)c1ccccc1S2)N1CCCC1 | ? | -16%

# Following part:
SMILES,AID inhibitor,UDG counterscr
Oc1ccccc1-c1nc(Oc2ccccc2)c2ccccc2n1,-11%,-9%
Brc1ccc(C=Nc2cccc3ccccc23)cc1,15%,5%
CCCCOc1ccc(NC(=O)Cn2nnnc2-c2ccccc2F)cc1,-6%,-6%[57.5 µM]
Cc1cccc(OCC(=O)N2CCC(c3nc4ccccc4o3)CC2)c1C,-12%&-26%,1%
Cc1ccc(F)cc1NC(=O)C1CCCN1S(=O)(=O)c1ccc(Br)cc1 (stereo not drawn),-6%,-1%
C=CCN(CCC(=O)NC(=O)NC)Cc1ccccc1,0%,-1%
CCc1ccc(-c2cc(C(F)(F)F)on2)cc1S(=O)(=O)Nc1ccc2c(c1)OCCO2,-10%,-15%
O=C(Nc1nnc(S(=O)(=O)N2CCCCCC2)s1)c1ccc(Cl)cc1,321%[activator],?
CC(Oc1ccc(Cl)cc1)C(=O)NN (stereo not drawn),-8%,-5%
O=C(NC1CCCC1)c1ccc(CSc2nc3ccncc3n2Cc2ccccc2F)cc1,?,4%
COc1ccc(Nc2oc(-c3ccccc3C)nc2C#N)cc1,-9%,-6%
CCCNC(=O)c1ccc(NC(=O)c2ccncc2)cc1,-13%,-13%
Fc1ccc(-c2csc(NCC3CCCO3)n2)cc1 (stereo not drawn),-1%,1%
CCC(C)NC(=O)c1nn(-c2ccc(C)cc2)c(=O)n(C)c1=O (stereo not drawn),-7%,6%
Cc1cn2c(=O)cc(COc3ccc(NC(=O)COc4ccccc4)cc3)nc2s1,14%,-5%
COc1ccccc1NC(=O)Cn1c(=O)n(-c2cccc(C)c2)c(=O)c2c1c1cc(C)ccc1n2C,1%,15%
O=C(O)C/C(=C/c1cccc(O)c1)c1nc2ccccc2o1,4%,-3%
CC1CN(C(=O)N2CCC(C(=O)NCc3ccccc3F)CC2)c2cc(Cl)ccc2O1 (stereo not drawn),?,-17%
CCC(Oc1ccccc1)C(=O)Nc1cc(-c2ccccc2OC)nn1-c1ccccc1 (stereo not drawn),-7%,11%
Cc1nc2cccnc2n1C1CCN(S(=O)(=O)c2ccc(C(C)C)cc2)CC1,-8%,13%
Cc1nn(C)c2c1c(-c1ccccc1)cc(=O)n2Cc1ccc(F)cc1,?,-16%
Cc1ccc2c(c1)CCCN2C(=O)c1n[nH]c(=O)c2ccccc12,-15%,-3%
CSc1cccc(NC(=O)Cc2ccc(Cl)cc2)c1,-12%,-7%
CCOc1ccc(OCC)c(NC(=O)c2cc(S(=O)(=O)N3CCc4ccccc43)cn2C)c1,-4%,7%
CC(=O)N1c2c(cc(Br)cc2S(=O)(=O)N2CCN(c3cc(C)ccc3C)CC2)CC1C (stereo not drawn),?,-18%
CCN(CC)S(=O)(=O)c1ccc(NC(=O)COc2ncnc3ccc(Br)cc23)cc1,-13%,6%
Cc1nn(-c2cccc(Cl)c2)c2nc(-c3cccnc3)cc(C(F)(F)F)c12,-1%,-1%
CC(C)(C)NC(=O)c1ccc(NC(=O)c2ccc(Cl)cc2Cl)cc1,9%,20%
Cc1cc(Cl)cc(SCC(=O)O)c1Cl,-7%,-1%
CCN(C(=O)Cn1nc(-c2ccc(F)cc2)ccc1=O)c1cccc(C)c1,-9%,-6%
Cc1ccc(-n2c(C)cc(/C=C(\C#N)C(=O)Nc3ccc(C)c(C)c3)c2C)cc1,22%,?
N#Cc1ccccc1CN1CCc2cc(S(=O)(=O)N3CCOCC3)ccc21,-11%,4%
CC1CCCCN1CC(=O)NCCc1c[nH]c2ccccc12 (stereo not drawn),3%,-1%
Cc1ccc(NC(=O)CN2C(=O)COc3ccc(S(=O)(=O)NC4CCCC4)cc32)c(Cl)c1,3%,1%[57.5 µM]
CCCCCNC(=O)C12CC3CC(CC(NC(C)=O)(C3)C1)C2,-5%,0%
CC(=O)C1=C(O)C(=O)NC1c1ccc(F)cc1 (stereo not drawn),1%,4%
Cc1ccc(NC(=O)[C@H](CSCc2ccccc2)N2Cc3ccccc3C2=O)cc1,8%,6%
COc1cccc(C(=O)OCC(=O)N2c3ccccc3Sc3ccccc32)c1OC,-5%,-17%
C=CCNC(=O)c1ccccc1NC(=O)/C=C/c1cccc2ccccc12,-1%,0%
Cc1ccc(S(=O)(=O)C(C)C(=O)c2ccc(Br)cc2)cc1 (stereo not drawn),-4%,-9%
CCc1ccc2c(c1)c(=O)c(S(=O)(=O)c1ccccc1)cn2CC(=O)Nc1ccc(OC)cc1,-5%,3%
N#Cc1cnc2ccccc2c1Nc1cccc(C(F)(F)F)c1,-3%,4%
CCOC(=O)Cn1c(=O)n(-c2ccccc2OC)c2nc(-c3ccccc3)nc(C(N)=O)c21,-19%,-4%
Cc1cc(C(=O)OCC(=O)c2cc(C)n(C)c2C)c2ccccc2n1,-4%,-4%
FC(F)n1c(CSc2nnc3c(Cl)cc(C(F)(F)F)cn23)nc2ccccc21,0%,-1%
CCOc1ccc2c(-c3cc4cccc(OCC)c4oc3=O)cc(=O)oc2c1,0%,10%
COC(=O)C1=C(C)N(C)C(=O)N(C)C1c1ccccc1F (stereo not drawn),-10%,4%
CC(=O)Nc1c(SC(F)(F)F)cc(SC(F)(F)F)cc1SC(F)(F)F,-1%,-5%
CC1=C(C(=O)Nc2ccc(C)cc2C)C(c2ccc(O)cc2)n2nnnc2N1 (stereo not drawn),0%,-16%
O=C(CSc1nnc(-c2ccc3c(c2)OCO3)o1)Nc1ccc2c(c1)OC1(CCCC1)O2,-8%,1%
Cc1cc(NC(=O)COC(=O)c2ccc3c(c2)NC(=O)C(C)S3)no1 (stereo not drawn),-18%,-9%
COc1cccc(N2CC(NC(=O)c3ccco3)CC2=O)c1 (stereo not drawn),-6%&5%,-26%&-7%
Cc1ccc(-n2cc(-c3ccccc3)nc2S(=O)(=O)CC(=O)Nc2ccc(F)cc2)cc1,?,-28%
Cc1ccc2oc(C(=O)Nc3ccc(S(=O)(=O)Nc4onc(C)c4C)cc3)cc(=O)c2c1,-2%,2%
Cc1ccc(C)c(OCCOCCn2c(-c3ccc(Br)cc3)nc3ccccc3c2=O)c1C,8%,-22%
Cc1ccc(C(C)C)c(OC(=O)c2ccc(C#N)cc2)c1,-3%,3%
CCCCC(CC)CNC(=O)c1nccnc1N (stereo not drawn),-5%,7%
Fc1ccc(C2=NC(C(F)(F)F)(C(F)(F)F)N=C3C=CC=CN32)cc1,-7%,0%
N#Cc1cc2c(=O)n3ccccc3nc2n(-c2nnc(SCc3ccccc3Cl)s2)c1=O,126%[activator],67%[activator]
CCc1c(C)sc(NC(=O)C2CCCCC2)c1C#N,11%,-15%

# The final 2 entries of the part above lead into the next:
SMILES,AID inhibitor,UDG counterscr
N#Cc1cc2c(=O)n3ccccc3nc2n(-c2nnc(SCc3ccccc3Cl)s2)c1=O,126%[activator],67%[activator]
CCc1c(C)sc(NC(=O)C2CCCCC2)c1C#N,11%,-15%
COc1ccc2c(C)c(CC(=O)Nc3ccc(Cn4cncn4)cc3)c(=O)oc2c1OC,-14%,-10%
COc1cc(C)c(NC(=O)CC2CC3CCC2C3)cc1OC (stereo not drawn),1%,-9%
COc1cccc(CNC(=O)CCc2c(C)nc3c4c(C)cc(C)nc4nn3c2C)c1,-13%,-7%
CCOC(=O)c1ccc(Oc2coc3cc(OC(=O)c4cccs4)ccc3c2=O)cc1,3%,-9%
CCCNC(=O)C1CCCN1S(=O)(=O)c1ccc(Br)s1 (stereo not drawn),-6%,-9%
CCCNC(=O)COc1ncnc2c(Cl)cc(Cl)cc12,2%,2%
CCOC(=O)C1C(=O)CC(=O)C(C(=O)OCC)C1c1ccccc1 (stereo not drawn),11%,3%
CCCCN(CC)C(=O)c1nn(-c2ccc(OC)cc2)c(=O)c2c1c1ccccc1n2C,?,?
CCOC(=O)C(NC(=O)COc1ccc(Oc2ccccc2)cc1)C(=O)OCC,-6%,-2%
CCOC(=O)C1CCN(C(=O)Cn2ncc3c4ccccc4n(Cc4ccccc4)c3c2=O)CC1,?,-1%
Cc1cc(O)c(C(c2ccc(Cl)cc2)N2CCN(c3ccccc3)CC2)c(=O)n1Cc1ccco1 (stereo not drawn),6%,82%[activator]
CCNC(=S)NNC(=O)/C=C/c1ccccc1,-1%,1%
CC(C)C(NC(=O)c1ccc([N+](=O)[O-])cc1)C(C)C,-2%,1%
COc1ccc(/C=C/C(=O)Nc2sc3c(c2C(N)=O)CCC(C)C3)cc1OC (stereo not drawn),-10%,-2%
CC(=O)Nc1ccc(S(=O)(=O)N2CCN(c3ccc(C)c(C)c3)CC2)cc1,-28%,-3%
Cc1cc(OC(C)C(=O)NCCCN2CCOCC2)c2c(C)c(C)c(=O)oc2c1 (stereo not drawn),-7%,0%
CC1=C(C(=O)OC2CCCCCC2)C(c2ccc(Cl)cc2)CC(=O)N1 (stereo not drawn),-1%,-3%
CC1CCCCN1S(=O)(=O)c1ccc(C(=O)Nc2sc3c(c2C(N)=O)CC(C)(C)NC3(C)C)cc1 (stereo not drawn),20%,-5%
Cc1cccc(N2CCN(C(=O)c3ccc(Nc4nc5ccccc5n5nnnc45)cc3)CC2)c1C,15%,4%
O=C(c1ccccc1Cl)N(Cc1ccco1)Cc1ccco1,-8%,6%[57.5 µM]
O=C(Cc1ccc(F)cc1)NC1CC(=O)N(c2ccc3c(c2)OCCO3)C1 (stereo not drawn),24%,-6%
CC(=O)c1cc(-c2ccc(F)cc2)n(CC(=O)Nc2cc(C)cc(C)c2)c1C,5%,-4%
Cc1ccc(NC(=O)C2CCN(c3nnc(-n4cccc4)s3)CC2)cc1Cl,-1%,-12%
CCCCN(CCCC)CCn1cnc2c([nH]c3ccc(OC)cc32)c1=O,-4%,-6%
NC(=O)Cn1c(=O)n(CCCCCC(=O)NCc2ccccc2Cl)c(=O)c2sccc21,5%,-3%
Cc1occc1C(=O)Nc1ccc(SC2CCCC2)cc1,-12%,-5%
COC(=O)c1ccc(C)c(NS(=O)(=O)c2ccc3ccccc3c2)c1,-15%,-8%
CCCCn1nc(C(=O)N(C)Cc2ccccc2N2CCCCC2)c2ccccc2c1=O,?,-17%
CCOc1ccccc1NC(=O)CN(c1cc(C)cc(C)c1)S(=O)(=O)c1c(C)nn(C)c1C,?,-16%
CCCCOc1ccc(CNC(=O)Cc2ccc(NC(=O)N3CCCCc4ccccc43)cc2)cc1,6%,?
Cc1cc(C)c(-c2n[nH]c3c2C(c2ccccc2F)N(CCO)C3=O)c(O)c1 (stereo not drawn),-3%,1%
CCN(CC)S(=O)(=O)c1ccc2c(c1)nc(CN(C)C(=O)Nc1ccc(C)c(Cl)c1)n2C,15%,-9%
Cc1cc(C)c(NC(=O)C23CC4CC(C2)CC(c2ccccc2)(C4)C3)c(Cl)c1,1%,2%

# Reprinted at random: 7 records from the list
SMILES,AID inhibitor,UDG counterscr
CCCCn1nc(C(=O)N(C)Cc2ccccc2N2CCCCC2)c2ccccc2c1=O,?,-17%
Cc1cc(C)c(-c2n[nH]c3c2C(c2ccccc2F)N(CCO)C3=O)c(O)c1 (stereo not drawn),-3%,1%
CCN(CC)S(=O)(=O)c1ccc2c(c1)nc(CN(C)C(=O)Nc1ccc(C)c(Cl)c1)n2C,15%,-9%
NC(=O)Cn1c(=O)n(CCCCCC(=O)NCc2ccccc2Cl)c(=O)c2sccc21,5%,-3%
Cc1cc(C)c(NC(=O)C23CC4CC(C2)CC(c2ccccc2)(C4)C3)c(Cl)c1,1%,2%
CC(=O)c1cc(-c2ccc(F)cc2)n(CC(=O)Nc2cc(C)cc(C)c2)c1C,5%,-4%
CC1CCCCN1S(=O)(=O)c1ccc(C(=O)Nc2sc3c(c2C(N)=O)CC(C)(C)NC3(C)C)cc1 (stereo not drawn),20%,-5%

# Not all compounds are listed; count on the stated rates, not on these rows.
